High-throughput results: PubChem, National Center for Advancing Translational Sciences (NCATS)
S-ASM inh = blocks human secretory acid sphingomyelinase | P17405 | placental ASM, HMU-PC fluorogenic substrate, 60 min | Potency, µM (titrated, usually from 57.5 µM), without a hit: top-dose activity change, negative = inhibition, actives largely listed as inhibitors | 0.006% of 340,000 active | AID 504937; note: potency is the fitted concentration of half-maximal effect
Target sequence (P17405 47-631 limits assumed): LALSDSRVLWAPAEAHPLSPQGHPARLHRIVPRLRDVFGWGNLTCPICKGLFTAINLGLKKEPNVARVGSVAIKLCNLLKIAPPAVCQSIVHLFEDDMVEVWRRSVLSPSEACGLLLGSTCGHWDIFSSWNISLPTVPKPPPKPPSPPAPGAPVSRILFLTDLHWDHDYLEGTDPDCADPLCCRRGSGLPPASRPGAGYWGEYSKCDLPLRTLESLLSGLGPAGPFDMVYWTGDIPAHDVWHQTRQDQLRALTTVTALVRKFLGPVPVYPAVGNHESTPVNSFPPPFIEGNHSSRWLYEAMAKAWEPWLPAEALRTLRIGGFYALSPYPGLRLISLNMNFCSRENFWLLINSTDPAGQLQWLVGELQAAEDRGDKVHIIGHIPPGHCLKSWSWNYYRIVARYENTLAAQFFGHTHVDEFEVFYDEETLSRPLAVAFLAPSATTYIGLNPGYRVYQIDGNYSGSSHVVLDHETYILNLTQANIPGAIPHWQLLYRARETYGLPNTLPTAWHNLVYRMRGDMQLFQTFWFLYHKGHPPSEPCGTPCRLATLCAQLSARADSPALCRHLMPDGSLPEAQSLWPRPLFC
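Fluorogenic HMU-PC substrate (9 uM final) is turned over by placental ASM in 60 min at 37 C after a 10 min compound preincubation. Reaction ended by alkaline stop (pH 10), with fluorescence read at 386/447 nm.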
a7 integrin act = activators of alpha7 integrin expression for muscular dystrophy; 0.064% of 350,000 active; AID 624291; alpha7betagal myoblasts, beta-gal FDG fluorescence, 48 h; Potency, µM (doses to about 38.3 µM), without a hit: at the top dose activation, hits mostly activators;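 note: potency is the fitted concentration of half-maximal effect; 100% = response of the positive control SU9516; nearly all actives have a fitted effect of over 60% in size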
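Alpha7betagal+/- myoblasts (passage 13) were plated 16-24 hr, then exposed to compounds (1:260 dilution of DMSO stock) for 48 hours at 37C. After MPER lysis, β-galactosidase reporter activity was read as FDG fluorescence (ex 480/em 540) after 30 minutes.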
PTAP TSG101 blk = blocks PTAP/TSG101 interaction to inhibit HIV-1 budding; Q99816; Fluorescence polarization, FITC-PTAP peptide / Tsg101 binding; Potency, µM (top dose mostly 115 µM), inactives show at the top dose activity change, negative = inhibition, actives largely listed as inhibitors; 340,000 tested, under 10 active; AID 493005; active = well fitted inhibition curve with a large enough effect in the main read-out, with a control signal flat, not every such curve was filed as active; inconclusive = small, poorly fitted or top-dose-only effect, or effect the other way, or a change in a side signal; inactive = no such curve, though single readings can be large or run the other way; note: potency is the fitted concentration of half-maximal effect; % of control where 0% means no effect
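Fluorescence anisotropy tracks displacement of a FITC-tagged PTAP peptide (50 nM) from the Tsg101 binding domain (10 uM), following a 20 min room-temperature incubation at pH 7.5.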
A-T KAP1 phos = candidate therapy for ataxia-telangiectasia; […] A-T fibroblasts, KAP-1 phosphorylation AlphaLISA; neocarzinostatin DNA damage 30 min before lysis; Potency, µM (titrated, usually from 57.5 µM), for the others: at the highest dose activation, most hits filed as activators; 0.19% of 320,000 active; note: potency is the fitted concentration of half-maximal effect; % of control where 0% means no effect; nearly all actives have a fitted effect of over 45% in size
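hTERT-immortalized A-T patient fibroblasts ([…]), 500 cells/well in OPTI-MEM, 1% FBS, got compounds for 60 min, then NCS for 30 min at 37C. Lysates were then assayed for phospho-KAP-1 by AlphaLISA (anti-pKAP1 donor, anti-KAP1 acceptor beads), 6 hr at 25C.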
Mito fusion yeast = mitochondrial division inhibition or fusion activation; S. cerevisiae fusion-defective mutant growth rescue, CellTiterGlo 48 h; Potency, µM (series often up to 46.1 µM), for the others: at the highest dose growth rescue (activation), most hits filed as activators; 0.23% of 320,000 active;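 note: potency is the fitted concentration of half-maximal effect; % of control where 0% means no effect; nearly all actives have a fitted effect of over 45% in size; temperature-sensitive fusion mutants such as fzo1-1 at 37 °C on non-fermentable ethanol glycerol medium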
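Read-out: ATP-based luminescence (CellTiterGlo, 10 min ambient) reporting growth of fusion-defective ts yeast after 48 hours at 37C on glycerol/ethanol YPEG medium in the presence of compound.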
TCR activator = activators of T cell receptors; primary human leukocytes, anti-CD3, IL-2 HTRF, 48 h; Potency, µM (series often up to 9.22 µM), without a hit: at the top dose activation of IL-2 secretion, actives largely listed as activators; 330,000 tested, under 10 active; note: % of control where 0% means no effect
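Activity was scored as IL-2 release from primary human leukocytes given only a TCR signal (a-CD3 beads) plus compound for 48 hr. Detection used a two-antibody HTRF format read at 665nm.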
CXXC DNA block = inhibitors of human MLL CXXC domain-DNA interaction; MLL-CXXC / FITC-HOXA9 DNA fluorescence polarization; Potency, µM (series often up to 115 µM), for the others: at the top dose activity change, negative = inhibition, actives largely listed as inhibitors; 0.037% of 290,000 active; active = well fitted inhibition curve with a large enough effect in the polarisation, with a control signal flat, not every such curve was filed as active; inconclusive = small, poorly fitted or top-dose-only effect, or effect the other way, or a change in a side signal; inactive = no such curve, though single readings can be large or run the other way; the % refers to the polarisation; note: potency is the fitted concentration of half-maximal effect
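Fluorescence polarization: 7 uM MLL-CXXC (stock) preincubated 5 min with compounds, then 50 nM fluorescein-HOX-A9 DNA (stock) added; 30 min ambient. Buffer 50 mM Tris-HCl pH 7.5, 50 mM NaCl, 1 mM DTT, 0.05% BSA.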
TSHR antag = human thyrotropin receptor antagonism. AID 504810. TSHR-expressing cells, TSH-stimulated cAMP HTRF, 2 h; stronger effect = lower value. activity change, negative = inhibition, % at 11.5 µM. 0.2% of 330,000 active. P16473;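 active = activity change below a set negative limit, meaning inhibition stronger than a set level, cut at about -70% in these data; inconclusive = activity change between two set negative limits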; note: % is set by controls: 0 for no effect and ±100 for the full control effect
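Cell-based HTRF cAMP assay; TSHR cells + compound, TSH EC80 (4nM final), 2 h, 37 deg C. Lysis with anti-cAMP cryptate and cAMP-d2, 30 min RT, read 665/620 nm.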
MBNL1-CUG inh = inhibitors of human MBNL1 binding to CUG repeat RNA; Q9NR56; TR-FRET MBNL1-His/biotin-(CUG)12 binding, 665/545 ratio; Potency, µM (titrated, usually from 57.5 µM), inactives show top-dose activity change, negative = inhibition, usual class: inhibitors; 0.036% of 280,000 active; AID 2675; active = well fitted inhibition curve with a large enough effect in the signal ratio, with a control signal flat, not every such curve was filed as active; inconclusive = small, poorly fitted or top-dose-only effect, or effect the other way, or a change in a side signal; inactive = no such curve, though single readings can be large or run the other way; the % refers to the signal ratio; note: potency is the fitted concentration of half-maximal effect; % is set by controls: 0 for no effect and ±100 for the full control effect
Target sequence (Q9NR56 whole entry, looked up): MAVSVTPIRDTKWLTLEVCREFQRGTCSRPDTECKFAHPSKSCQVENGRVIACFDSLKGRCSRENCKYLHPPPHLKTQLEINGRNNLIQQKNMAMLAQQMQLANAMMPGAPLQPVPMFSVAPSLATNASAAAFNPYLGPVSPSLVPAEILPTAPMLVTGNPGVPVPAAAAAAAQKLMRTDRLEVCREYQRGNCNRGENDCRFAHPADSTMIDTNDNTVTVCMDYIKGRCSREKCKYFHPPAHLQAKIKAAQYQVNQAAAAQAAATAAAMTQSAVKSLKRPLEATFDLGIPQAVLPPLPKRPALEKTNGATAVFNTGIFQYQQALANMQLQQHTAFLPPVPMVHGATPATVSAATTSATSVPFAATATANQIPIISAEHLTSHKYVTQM
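Inhibition of protein-RNA binding appears as loss of TR-FRET between terbium anti-His antibody on MBNL1-His and streptavidin-XL665 on biotin-(CUG)12. Activity is normalized to buffer-only and uninhibited-complex controls.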
Menin MLL FP TR = inhibitors of human menin-MLL interaction, mutant MLL peptide; Menin + Texas Red MLL mutant peptide, fluorescence polarization; AID 1768; 0.23% of 270,000 active; Potency, µM (titrated, usually from 61.6 µM), for the others: top-dose FP activity change, negative = inhibition, most hits filed as inhibitors; active = well fitted inhibition curve with a large enough effect in the polarisation, with a control signal flat, not every such curve was filed as active; inconclusive = small, poorly fitted or top-dose-only effect, or effect the other way, or a change in a side signal; inactive = no such curve, though single readings can be large or run the other way; the % refers to the polarisation; note: potency is the fitted concentration of half-maximal effect; % of control where 0% means no effect; many of its hits are not listed in these tables
An asterisk follows results filed as active; ? = inconclusive; nt = not tested or not shown; [ ] = another dose, or the depositor's remark. Unless noted, calls come from the whole dose curve; as a rule, active = well fitted curve in the direction sought with a large enough effect; inconclusive = small, poorly fitted or top-dose-only effect, or another doubt; inactive = no such curve, though single readings can be large; an effect the other way counts as inactive or inconclusive. An excerpt. The share of hits here may be higher or lower than overall.

Every second line gives: CXXC DNA block	TCR activator	MBNL1-CUG inh	PTAP TSG101 blk	S-ASM inh	TSHR antag	Mito fusion yeast	a7 integrin act	A-T KAP1 phos	Menin MLL FP TR
> CCOP(=O)(CCP(=O)(OCC)OCC)OCC.C[CH2][Sn]([Cl])([Cl])[CH2]C
 : nt	9%	nt	-2%	1%	nt	nt	-56%[inhibitor]	nt	nt
> O=C(c1ccc2c(c1)ncn2C1CCCCC1)N1CCC2(CC1)OCCO2
 : 10%	0%	-8%	-8%	0%	4	0%	-15%	-5%	-1%
> Oc1c(Cl)c(Cl)c(Cl)c(Cl)c1Cl
 : nt	5%	nt	-17%	1%	nt	nt	nt	nt	?
> Oc1c(Cl)cc(Cl)cc1CN1CCN(Cc2ccccc2)CC1
 : -13%	nt	3%	-4%	2%	5	8%	-14%[7.66 µM]	-9%	-1%
> CCCNC(=O)N1[C@H]2CC[C@@H]1C(C(=O)OC)=C(c1cc3ccccc3s1)C2
 : nt	0%	nt	3%	0%	nt	nt	-2%	nt	nt
> Cc1cccc(NP2(=O)NCCCN2)c1
 : nt	7%	nt	0%	35%	nt	nt	-12%	nt	nt
> Cc1ccc(C2N3CCCN23)cc1 (centres undefined)
 : -3%	7%	2%	-1%	2%	-7	-3%	-12%	6%	nt
> C[C@]12CCC(=O)C=C1CC[C@@H]1C2CC[C@]2(C)C(=O)CCC12 (some centres undefined)
 : 30%	10%	2%	-6%	3%	0	-13%	7%	11%	-9%
> Cc1ccc2c(c1)C1CN(C)CCC1N2C(=O)/C(C#N)=C/c1ccc2c(c1)OCO2 (centres undefined)
 : -5%	0%	5%	-6%	0%	6	2%	-5%	-6%	-12%
> CC(=O)c1ccc(OC(NC(=O)Cc2ccccc2)C(Cl)(Cl)Cl)cc1 (centres undefined)
 : 0%	-6%	-2%	-13%	1%	-7	-2%	15%	1%	18%
> Cc1ccc(C(=O)Nc2ccc(Cl)cc2C(=O)c2ccccc2)cc1
 : nt	-3%	nt	-4%	?	nt	nt	18%	nt	nt
> C=CCn1c(O)c(C(CC)=Nc2ccccc2NC(C)=O)c(=O)[nH]c1=O
 : 1%	16%	-3%	-1%	4%	-6	-4%	-4%[7.66 µM]	-5%	5%
> O=C(/C=C/c1c[nH]c2ccccc12)c1c(O)n(CCc2ccccc2)c(=O)[nH]c1=O
 : ?	-6%	nt	?	6%	19	2%	-21%	-7%	nt
> COc1cc(CC2C(=O)N(C)C(=O)N(C)C2=O)ccc1OCc1ccccc1
 : 10%	-5%	8%	0%	-4%	-13	3%	1%	2%	-3%
> O=C(c1cc(-c2cccnc2)nc2ccccc12)N1CCC2(CC1)OCCO2
 : 14%	-6%	11%	-1%	2%	-7	0%	-19%	0%	-3%
> CCOC(=O)[C@]12Cc3cc(Cl)ccc3[C@H]1N(Cc1ccccc1)C(=O)c1ccccc12
 : nt	1%	nt	-6%	-4%	nt	nt	-17%	nt	nt
> CSCCC(NC(=O)CCC(=O)OC1CC[C@H]2[C@@H]3CC[C@H]4CC(=O)CC[C@]4(C)[C@H]3CC[C@]12C)C(=O)O (some centres undefined)
 : 0%	-3%	-2%	-7%	6%	-40	11%	-6%	-9%	-9%
> Cc1cccn2c(=O)c(C=Nc3ccccc3)c(NCc3ccco3)nc12
 : -4%	nt	?	-4%	32%[activator]	20	1%	-16%	-1%	-7%
> O=C1CC(=O)N(c2ccc(Cl)cc2Cl)C(=O)N1
 : -3%	1%	-1%	-5%	-2%	-6	7%	3%	2%	4%
> O=C1NC(=O)N(Cc2ccccc2)C(=O)/C1=C/c1cnc(-c2ccccc2)nc1
 : -3%	-2%	4%	-7%	-2%	12	-3%	1%	-2%	?

Continuation:
Every second line gives: CXXC DNA block	TCR activator	MBNL1-CUG inh	PTAP TSG101 blk	S-ASM inh	TSHR antag	Mito fusion yeast	a7 integrin act	A-T KAP1 phos	Menin MLL FP TR
> COc1ccccc1N(CC(=O)NC1CCCC1)C(=O)c1cnn(C(C)C)c1
 : 2%	2%[46.1 µM]	5%	-5%	3%	11	-1%	-6%	5%	-21%
> O=c1[nH]c(=O)n(Cc2ccccc2)c(O)c1/C=N/Nc1c(F)c(F)c(F)c(F)c1F
 : 14%	0%	nt	-1%	0%	-10	0%	-6%	3%	nt
> CCOC(=O)C(O)(c1ccc(N=Cc2ccccc2O)c(C)c1)C(F)(F)F (centres undefined)
 : 7%	-2%[46.1 µM]	-12%	-6%	0%	25	3%	-34%	0%	10%
> CN1CCC(OC(=O)c2ccccc2)CC1
 : 17%	7%	-20%	-1%	-1%	9	-12%	-7%	21%	?
> Cc1ccccc1NC(=O)CCl
 : -13%	-1%	-9%	0%	2%	4	-3%	-56%[inhibitor]	19%	nt
> O=C(c1cccc(C(F)(F)F)c1)C1CCCN(Cc2ccccc2O)C1 (centres undefined)
 : -4%	-6%	0%	-13%	-3%	-7	8%	-7%	4%	4%
> COc1ccc(CN2CCCC(C(=O)c3ccc(Cl)cc3)C2)c(OC)c1 (centres undefined)
 : 6%	nt	-22%	-2%	0%	6	-10%	-48%[inhibitor]	-9%	?
> O=C(Cc1ccccc1)OCCN1CCOCC1
 : -1%	-1%[46.1 µM]	nt	-2%	5%	3	-3%	?	5%	-12%
> COc1ccc(C(=O)C(Cc2ccccc2)N(C)C)cc1 (centres undefined)
 : -2%	1%	4%	-2%	3%	10	-4%	-49%[inhibitor]	-13%	5%
> CN(C)c1ccc(NC(=O)Oc2ccccc2)cc1
 : 5%	-1%	11%	-8%	-1%	-45	-4%	0%	-4%	?
> Cc1nn(-c2ccccc2)c2c1C(c1ccc3c(c1)OCO3)SCC(=O)N2 (centres undefined)
 : 6%	10%	-5%	-9%	-3%	25	5%	-1%	nt	-1%
> COc1ccc(C=C2C(=O)N(C)C(=O)N(C)C2=O)cc1COc1ccc(NC(C)=O)cc1
 : -25%	1%	7%	-2%	4%	-4	-7%	1%	1%	nt
> Cc1ccc2c(c1)CC1(CN2C)C(=O)NC(=O)N(CCc2ccccc2)C1=O (centres undefined)
 : 12%	2%	1%	-8%	-2%	2	1%	-5%	1%	-4%
> CCCCOc1ccc(C(C)=O)cc1Cc1c(O)[nH]c(=S)[nH]c1=O
 : 0%	nt	-6%	-3%	2%	-1	0%	?	9%	-19%
> COc1cccc(CN2CCN(Cc3cccc(F)c3)CC2)c1
 : -11%	0%	-3%	-3%	-2%	9	-6%	7%	5%	-10%
> COc1ccc(OC)c(C(O)C2CCCCN2)c1 (centres undefined)
 : 8%	nt	6%	-10%	6%	-6	1%	-9%	-7%	-5%
> COc1cccc(N2CCN(C(=O)C3CCCN(S(=O)(=O)c4ccc5c(c4)oc(=O)n5C)C3)CC2)c1 (centres undefined)
 : -9%	0%	4%	-3%	-1%	7	?	-4%	6%	6%
> O=C1NC(=O)N(Cc2ccccc2)C(=O)C1Cc1ccccc1 (centres undefined)
 : nt	-3%	nt	-3%	1%	nt	nt	19%	nt	nt
> Oc1cc(O)cc(/C=C/c2ccc(O)cc2O)c1
 : nt	-1%	nt	-3%	90%[activator]	-9	-8%	-1%	7%	nt
> c1ccc2c(CCNC3CCCCC3)c[nH]c2c1
 : 26%	0%	-6%	-2%	-2%	-11	4%	-8%	0%	?

(cont.)
Every second line gives: CXXC DNA block	TCR activator	MBNL1-CUG inh	PTAP TSG101 blk	S-ASM inh	TSHR antag	Mito fusion yeast	a7 integrin act	A-T KAP1 phos	Menin MLL FP TR
> O=C1NC(=O)C(CCc2ccncc2)(Cc2cccc(Cl)c2Cl)C(=O)N1c1ccc(Br)cc1 (centres undefined)
 : -6%	2%[46.1 µM]	3%	-4%	-18%	9	14%	3%	1%	14%
> O=C1NC(=O)C(=Cc2cc(Cl)ccc2OCc2ccc(C(=O)O)cc2)C(=O)N1
 : ?	-2%	-20%	-6%	11%	-18	-2%	-48%[inhibitor]	-2%	19%
> CCOc1cccc(CNC2CN3CCC2CC3)c1 (centres undefined)
 : -3%	-2%	1%	0%	1%	6	0%	14%	nt	-4%
> CCC(C)N=Cc1c(O)n(-c2ccccc2)c(=O)[nH]c1=O (centres undefined)
 : 9%	8%	-10%	-2%	5%	11	1%	21%	11%	0%
> CCn1nc(/C=C/c2ccccc2)nc2c(=O)n(C)c(=O)nc1-2
 : -1%	3%	6%	-3%	-2%	1	-1%	-34%[inhibitor]	6%	21%
